# Bioassay records deposited in PubChem BioAssay by NCI.
# Growth percent in the NCI-60 one-dose screen (48 h, 10 µM unless noted): 100 = growth as untreated, 0 = no growth, -100 = all killed.
# OVCAR-4 = OVCAR-4 ovarian cancer cells. 80,000 compounds, 3.7% hits. AID 1794784
# SK-OV-3 = SK-OV-3 ovarian cancer cells | 80,000 compounds, 3.2% hits | AID 1794785
# IGROV1 = IGROV1 ovarian cancer. 79,000 compounds, 4.7% hits
# DU-145 = DU-145 prostate cancer; 81,000 compounds, 4.2% hits; AID 1794760
# OVCAR-5 = OVCAR-5 ovarian cancer | 82,000 compounds, 2.9% hits | AID 1794783
# PC-3 = PC-3 prostate cancer cells; 80,000 compounds, 3.9% hits; AID 1794754
# OVCAR-8 = OVCAR-8 ovarian cancer; AID 1794782; 81,000 compounds, 4.4% hits
# OVCAR-3 = OVCAR-3 ovarian cancer | 79,000 compounds, 7% hits | AID 1794787
# The depositor's hits bear a star; . = no result given; [ ] = dose if it differs, or a comment. How the source made its calls: active means growth percent below 10; inactive means the rest.
SMILES,OVCAR-4,SK-OV-3,IGROV1,DU-145,OVCAR-5,PC-3,OVCAR-8,OVCAR-3
N#CC(C#N)=Cc1nc(C2CCN(S(=O)(=O)c3ccc(F)cc3)CC2)n2ccccc12,99,90,123,.,97,100,64,101
CC(=O)N1N=C(CCC(=O)c2nc3ccc([N+](=O)[O-])cc3[nH]2)OC1c1ccc(O)cc1 (stereo unspecified),109,75,103,108,104,101,105,103
CC1=CC2C(=O)c3c([nH]c4ccccc34)NC2C=C1 (stereo unspecified),92,97,92,111,121,96,100,107
CC(O)(CO)CCl (stereo unspecified),115,104,110,110,115,98,103,103
O=C1OCC2=C1C(c1cccc(C(F)(F)F)c1)c1cc3c(cc1N2CCO)CCC3 (stereo unspecified),52,5.5*,23,-6.8*,36,22,5.4*,-18*
C=CCN1CCN(/C(=N/c2sc(-c3ccccc3)nc2-c2ccccc2)c2ccc(C)cc2)CC1,87,117,110,95,97,65,84,94
CCCCC(CC)C/C=C(/C)OC(C)=O (stereo unspecified),.,114,107,116,105,89,100,119
Cn1c(=O)c2[nH]c(NN)nc2n(C)c1=O,116,114,116,123,115,101,129,118
CN1C(=O)N(C)C2C1NN=c1s/c(=C\C=C\c3ccccc3)c(=O)n12 (stereo unspecified),82,66,51,69,86,41,80,12
Nc1ccc2c(c1)C1(CCC2)NC(=O)NC1=O (stereo unspecified),106,109,.,114,93,92,100,110
Cc1cc(C(=O)NNC(C)Cc2ccccc2)no1 (stereo unspecified),111,92,105,103,106,102,102,107
Nc1nc(N)c2c(ncc3[nH]c4ccccc4c32)n1,98,83,89,112,105,92,105,104
CCCCCC1c2cc(O)ccc2OC1N1CCOCC1 (stereo unspecified),96,99,120,98,121,100,113,120
O=S(=O)(Oc1ccc(-c2ccc3occc3c2)cc1)c1ccc(F)cc1,104,102,101,109,97,93,104,104
S=C(Nc1ccccc1)Nc1ccc2ccccc2c1,86,104,101,113,107,83,103,111
O=C1CSC(=S)N1/N=C/c1ccc(OCc2ccccc2)cc1,.,96,108,95,102,96,108,108
c1ccc(-c2nc([P+](c3ccccc3)(c3ccccc3)c3ccccc3)c(N3CCOCC3)o2)cc1,11,.,17,19,11,6.1*,1.5*,11
N#CC1=C(N)OC(C2CC2)=C(C#N)C1c1ccco1 (stereo unspecified),98,112,106,106,108,75,101,116
Cc1cccc(NC(=O)c2sc3nc4c(cc3c2N)CN(Cc2ccccc2)CC4)c1,105,105,102,89,104,98,98,116
COc1ccc(C2c3cccn3-c3ccccc3N2C(C)=O)cc1 (stereo unspecified),126,101,74,108,99,78,125,95
CC(=O)n1cc(/C=C2\N=C(c3ccccc3)N(c3ccc(S(=O)(=O)Nc4ccccn4)cc3)C2=O)c2ccccc21,103,110,99,93,105,82,62,98
Cc1ccccc1C(=O)c1ccccc1C(=O)c1ccccc1,95,99,91,110,98,87,98,101
CC1(C)CC[C@]2(C(=O)N3CCOCC3)CC[C@]3(C)C(=CC[C@@H]4[C@@]5(C)C/C(=C/c6ccccc6)[C@H](O)C(C)(C)[C@@H]5CC[C@]43C)C2C1 (stereo partly specified),83,95,91,105,94,44,95,101
CCC1CCc2nc3sc(C(=O)Nc4cccc(C)c4)c(N)c3cc2C1 (stereo unspecified),85,97,96,78,105,67,94,.
Cn1cc(-c2cc(N)n3nc(-c4c[nH]c5ccccc45)cc3n2)c2cc(Cl)ccc21,-29*,-61*,-66*,-63*,-66*,-27*,-64*,-52*

# Brought forward from above: four entries, then new ones.
SMILES,OVCAR-4,SK-OV-3,IGROV1,DU-145,OVCAR-5,PC-3,OVCAR-8,OVCAR-3
Cc1ccccc1C(=O)c1ccccc1C(=O)c1ccccc1,95,99,91,110,98,87,98,101
CC1(C)CC[C@]2(C(=O)N3CCOCC3)CC[C@]3(C)C(=CC[C@@H]4[C@@]5(C)C/C(=C/c6ccccc6)[C@H](O)C(C)(C)[C@@H]5CC[C@]43C)C2C1 (stereo partly specified),83,95,91,105,94,44,95,101
CCC1CCc2nc3sc(C(=O)Nc4cccc(C)c4)c(N)c3cc2C1 (stereo unspecified),85,97,96,78,105,67,94,.
Cn1cc(-c2cc(N)n3nc(-c4c[nH]c5ccccc45)cc3n2)c2cc(Cl)ccc21,-29*,-61*,-66*,-63*,-66*,-27*,-64*,-52*
COc1ccc2c(c1)CCCC2(O)C#CC1(O)CCCc2cc(OC)ccc21 (stereo unspecified),100,89,93,99,103,81,92,99
COc1ccc(/C(CSc2nnc(-c3cnccn3)n2-c2ccccc2)=N/O)cc1,86,91,94,108,89,76,75,95
O=C(Nc1cc(C(F)(F)F)ccc1Cl)ON1CCCCC1,126,96,129,112,113,95,98,.
Cc1ccc(S(=O)(=O)Nn2c(COc3ccccc3)nc3ccccc3c2=O)cc1,102,.,78,105,103,89,101,112
CC(=O)O[C@H]1CC[C@@]2(C)[C@H](CC[C@@H]3[C@@H]2CC[C@]2(C)[C@@H]4[C@H](C[C@@H]32)O[C@]2(CC[C@@H](C)CO2)[C@H]4C)C1,94,90,97,117,96,98,110,116
CCn1cc(C(=O)O)c(=O)c2cc(F)c(N3CCN(CC(=O)Nc4ccc(C(C)=O)cc4)CC3)cc21,113,100,102,111,107,96,100,111
NC(CSCc1ccccc1)C(=O)O (stereo unspecified),110,106,112,121,98,96,106,115
CC(O)C(=O)NCCc1ccccc1 (stereo unspecified),115,110,114,119,97,96,103,119
CCCCOc1nc2c(C)cccc2cc1/C=C/c1cc(/C=C/c2cc3cccc(C)c3nc2OCCCC)n(-c2ccccc2)n1,115,98,101,113,105,92,97,108
COc1cc(/C=C/c2ccc3c(Br)cc(Br)c(O)c3n2)ccc1O,17,58,-45*,42,63,13,17,2.0*
CC[C@H](c1ccc(O)cc1)[C@@H](CC)c1ccc(C)cc1,82,116,83,102,110,69,115,105
C#CCOc1ccccc1/C=N/Nc1nc(-c2ccc(Cl)cc2)cs1,88,94,78,104,92,87,98,99
COc1cc(C2=NN(C=O)C(c3c(C)nn(-c4ccccc4)c3N(C)Cc3ccccc3)C2)cc(OC)c1OC (stereo unspecified),89,89,79,100,107,58,85,99
CNc1nc2c(s1)C(c1ccc(F)cc1)CC(=O)N2 (stereo unspecified),92,94,106,98,103,99,101,93
CCOC(=O)C(C#N)C(c1ccc2c(c1)OCO2)N(CCO)CCO (stereo unspecified),97,104,107,110,101,89,103,114
O=C1NC(=S)NC(=O)C1=Cc1ccc(Cl)c([N+](=O)[O-])c1,107,116,112,112,98,127,112,113
CC1(C)CC(=O)c2c(ccc(C(=O)C[C@@H](N)CO)c2N)O1,71,.,13,18,50,25,7.7*,0.4*
O=C1CCC(c2c(O)cc(O)c3c(=O)c(O)c(-c4ccc(O)c(O)c4)oc23)N1 (stereo unspecified),108,85,107,105,104,93,105,101
C=CCn1c2c(c3ccccc31)CC1CN(c3ccc(C)cc3)C(=O)C1C2C(=O)O (stereo unspecified),100,106,107,102,101,98,103,103
C#Cc1cccc(NC(=O)c2ccccc2NC(=O)CCl)c1,82[8.25 µM],95[8.25 µM],-26*[8.25 µM],96[8.25 µM],118[8.25 µM],.,61[8.25 µM],91[8.25 µM]
CN=C1SC(=Nc2ccc(N(C)C)cc2)N1C,99,99,99,97,99,101,109,95
CCCCCCCCC/C(=N\N=C(N)N)c1ccccc1,107,107,96,98,95,89,109,96
CC1COc2c(N3CCN(C)CC3)c(F)cc3c(=O)c(C(=O)N/N=C/c4cc[nH]c4)cn1c23 (stereo unspecified),45,62,27,42,78,28,19,.
COc1cccc(-c2cc(-c3cccs3)c(C#N)c(=O)[nH]2)c1,104,113,108,108,113,103,100,109
Oc1ccc(-c2nnc(SCc3ccc(O)c4ncccc34)n2-c2ccccc2)cc1,10,19,8.1*,25,35,32,10,3.7*

# Four records drawn at random from the list so far, as already listed:
SMILES,OVCAR-4,SK-OV-3,IGROV1,DU-145,OVCAR-5,PC-3,OVCAR-8,OVCAR-3
C=CCn1c2c(c3ccccc31)CC1CN(c3ccc(C)cc3)C(=O)C1C2C(=O)O (stereo unspecified),100,106,107,102,101,98,103,103
C#Cc1cccc(NC(=O)c2ccccc2NC(=O)CCl)c1,82[8.25 µM],95[8.25 µM],-26*[8.25 µM],96[8.25 µM],118[8.25 µM],.,61[8.25 µM],91[8.25 µM]
CN=C1SC(=Nc2ccc(N(C)C)cc2)N1C,99,99,99,97,99,101,109,95
CCOC(=O)C(C#N)C(c1ccc2c(c1)OCO2)N(CCO)CCO (stereo unspecified),97,104,107,110,101,89,103,114

# (next part)
SMILES,OVCAR-4,SK-OV-3,IGROV1,DU-145,OVCAR-5,PC-3,OVCAR-8,OVCAR-3
CC1C(c2ccccc2)=Nn2c(=O)n(-c3ccccc3)c(=O)n21 (stereo unspecified),84,105,98,114,101,85,100,99
CCOC(=O)/C=C/c1ccc(Br)cc1,112,117,108,112,107,93,103,118
COc1cc(-c2nc3ccc(F)cc3s2)ccc1NC(=O)/C=C/c1cc(OC)c(OC)c(OC)c1,95,92,85,88,114,95,95,120
Nc1cccnc1/C=N/NC(=S)NCCNC(=O)c1ccc(-n2nc(-c3ccccc3O)nc2-c2ccccc2O)cc1,22,17,13,28,26,9.0*,15,40
Clc1ccc(-c2nnc(CNc3ncccn3)o2)cc1,113,86,83,102,115,82,101,99
CCOC(=O)c1sc2nc(-c3cnccn3)cc(-c3cccs3)c2c1N,105,103,92,77,98,98,94,118
O=C1C(Cl)=C(NCCc2ccccc2)C(=O)c2ccccc21,102,98,93,98,113,64,101,105
CC(=O)Nc1nc(C)c(CCC2OCCO2)c(=O)[nH]1,99,101,78,114,94,99,101,117
CCn1cc(CNc2ccc(C(=O)Nc3cc4cc(OC)c(OC)cc4c(C)n3)cc2)c(C)n1,25,87,56,56,73,19,1.1*,34
N#CCC(=O)NNC(=S)NC(=O)c1ccc(-n2c(=O)[nH]c3ccccc3c2=O)cc1,96,103,107,119,95,102,104,112
N#C/C(=C/N1C(=O)CC(=O)NC1=S)C(N)=O,100,106,102,.,108,98,101,106
O=C1OC(c2ccccc2)(c2cc(Br)ccc2O)c2ccccc21 (stereo unspecified),86,82,73,91,91,48,49,73
COC(=O)CCC/C=C\C[C@H]1C=CC(=O)/C1=C/C[C@@H](O)C/C=C\CC(F)(F)F,34,77,12,25,39,-16*,8.9*,-4.0*
COc1cc(Br)cc(C(=O)N2CCc3ccccc32)c1OC,92,96,84,98,99,93,99,103
COc1ccc(C(=O)C2OC3=C(C(=O)CC(C)(C)C3)C2c2cccc(Oc3ccccc3)c2)cc1 (stereo unspecified),86,91,96,102,98,81,89,103
CN1CC(c2ccc([N+](=O)[O-])cc2)C(C(=O)c2cccc(O)c2)C12C(=O)c1ccccc1C2=O (stereo unspecified),96,102,93,111,106,90,104,98
CC1(C)N=C(N)N=C(N)N1c1ccc(OCC(=O)Nc2ccccc2)c(Cl)c1,46,57,.,39,49,15,22,57
C[C@@H](O)C[C@@H](C[C@H](C)c1ccc2ccccc2c1)c1ccccc1,101,96,92,99,105,89,108,106
Cn1c2c(c3ccc(Cl)c(Cl)c31)C(C#N)C1(CCCC1)NC2=O (stereo unspecified),100,107,57,84,102,79,69,73
O=C(Nc1nc2ccc([N+](=O)[O-])cc2s1)Nc1ccccc1I,14,-7.6*,20,18,5.6*,9.4*,11,14
CC(=O)OCC(=O)COC(C)=O,103,110,114,106,110,99,102,121
COc1cc(OC)c(Cl)cc1N,109,100,114,114,111,89,104,103
CN(C)CC(=O)c1ccc2cc(Cl)c3ccccc3c2c1,102,99,110,103,102,92,95,102
CC(C)CC(CC(C)C)OB(OC(CC(C)C)CC(C)C)OC(CC(C)C)CC(C)C,99,97,113,110,92,92,101,116
NC(=S)N1N=C(c2ccc(F)cc2)CC1c1ccc2c(c1)OCO2 (stereo unspecified),.,109,93,115,104,82,97,103

# Record cards, as listed above. Order of screens: OVCAR-4, SK-OV-3, IGROV1, DU-145, OVCAR-5, PC-3, OVCAR-8, OVCAR-3
# `O=C(Nc1nc2ccc([N+](=O)[O-])cc2s1)Nc1ccccc1I` in the list: 14, -7.6*, 20, 18, 5.6*, 9.4*, 11, 14
# `N#CCC(=O)NNC(=S)NC(=O)c1ccc(-n2c(=O)[nH]c3ccccc3c2=O)cc1` in the list: 96, 103, 107, 119, 95, 102, 104, 112
# `CC(C)CC(CC(C)C)OB(OC(CC(C)C)CC(C)C)OC(CC(C)C)CC(C)C` in the list: 99, 97, 113, 110, 92, 92, 101, 116

# The listing continues:
SMILES,OVCAR-4,SK-OV-3,IGROV1,DU-145,OVCAR-5,PC-3,OVCAR-8,OVCAR-3
C#CCOC(=O)CNC(=O)[C@]12CC[C@@H](C)[C@H](C)[C@H]1C1=CC[C@@H]3[C@@]4(C)CCC(=O)C(C)(C)[C@@H]4CC[C@@]3(C)[C@]1(C)CC2,110,112,93,105,105,93,103,102
Cc1cccc(CO)c1,103,107,115,98,107,104,101,99
C(=C\c1ccccc1)/CN1CCOCC1,110,110,110,112,104,94,106,117
CCn1cc(-c2ccnc(NCCNS(=O)(=O)c3ccccc3)c2)c(-c2cccc(OC)c2)n1,82,110,89,92,108,73,83,94
CC(C)(C)c1ccc(O)c(-c2ccccc2)c1,127,114,108,115,111,95,107,111
CCC1=C(Nc2ccccc2)COC1=O,85,128,120,109,99,94,102,105
O=[N+]([O-])c1ccc(N/N=C\c2ccccc2[N+](=O)[O-])nc1,120,121,106,101,124,100,107,109
COc1ccc(NC(=O)/C=C/c2ccc(NC(=O)N3CCOCC3)cc2)cn1,101,101,105,109,105,98,101,109
COC(=O)C1=C(C(=O)OC)C(C(=O)OC)N2C=CC=CC2=C1C(=O)OC (stereo unspecified),105,104,109,105,111,95,103,106
